GAA inhib: inhibitors of human lysosomal alpha-glucosidase | P10253 | Potency, µM (highest dose often 76.9 µM), without a hit: top-dose activity change, negative = inhibition, actives largely listed as inhibitors | hit rate 0.005% among 200,000 | purified human GAA, 4-MU-alpha-glucoside fluorescence | AID 1466;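 note: plate controls were uninhibited enzyme wells for no effect and no-enzyme background for full effect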
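Compounds are titrated up to 77 uM against 4 nM human enzyme. Substrate 4-methylumbelliferyl-alpha-D-pyranoside (400 uM) reacts 20 min at room temperature in pH 5.0 buffer; liberated 4-methylumbelliferone is read at 440 nm.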
HTT cytoprotect: cytoprotection in Huntington HTT-Q103 PC12 cell model; hit rate 0.14% among 230,000; AID 1471; PC12 HTT-Q103 induced, cytoprotection, ATP luminescence, 40 h; Potency, µM (top dose mostly 56.4 µM), inactives show cytoprotection (ATP increase), usual class: activators;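 note: % of control where 0% means no effect; nearly all actives have a fitted effect of over 45% in size; toxic huntingtin expression switched on by the ecdysone agonist tebufenozide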
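Stable PC12 Q103-GFP cells in serum-supplemented, phenol red-free DMEM; induction by tebufenozide at 100 nM final; compound dose series; cell viability quantified luminescently from ATP.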
aGal spleen mod: inhibitors or activators of human alpha-galactosidase in spleen homogenate; hit rate 0.008% among 240,000; human spleen homogenate, 4MU-alpha-Gal fluorescence, 40 min; Potency, µM (series often up to 80 µM), without a hit: top-dose activity change, negative = inhibition, usual class: inhibitors; P06280;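 note: 0% = enzyme with vehicle and -100% = no enzyme basal signal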
Target sequence (P06280 32-429 limits assumed): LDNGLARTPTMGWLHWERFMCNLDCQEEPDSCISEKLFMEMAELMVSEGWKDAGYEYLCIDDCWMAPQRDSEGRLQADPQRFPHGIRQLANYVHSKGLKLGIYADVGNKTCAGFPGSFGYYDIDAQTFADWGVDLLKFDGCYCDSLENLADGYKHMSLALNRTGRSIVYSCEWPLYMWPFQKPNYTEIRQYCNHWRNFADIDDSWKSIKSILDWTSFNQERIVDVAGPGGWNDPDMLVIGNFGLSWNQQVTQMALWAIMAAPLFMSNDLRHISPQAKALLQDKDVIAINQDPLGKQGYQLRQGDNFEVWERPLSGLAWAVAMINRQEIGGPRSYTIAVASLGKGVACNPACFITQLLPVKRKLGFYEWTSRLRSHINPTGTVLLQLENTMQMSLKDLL
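qHTS titration in buffer at pH 5.0. Alpha-galactosidase activity in spleen homogenate was measured via 4-methylumbelliferone release from 1 mM fluorogenic substrate after 40 min at 37C and a pH 10 stop. AC50 came from Hill fits of control-normalized data.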
GAA glycogen: alters human alpha-glucosidase cleavage of glycogen | Potency, µM (doses to about 76.4 µM), without a hit: top-dose activity change, negative = inhibition, usual class: inhibitors | P10253 | hit rate 0.38% among 300,000 | recombinant GAA, glycogen substrate, Amplex Red glucose oxidase fluorescence;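 note: 0% = full enzyme reaction and -100% = no-enzyme basal signal; the screen sought inhibitors and activators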
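Natural-substrate format: glycogen cleavage by 4 nM human enzyme, glucose read by Amplex Red coupling (Ex 573, Em 610 nm). Normalized to enzyme and no-enzyme controls.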
Tau fibril ThT: inhibitors of human tau fibril formation, thioflavin T binding | P10636 | recombinant tau K18 P301L, heparin-induced fibrillization, ThT fluorescence | Potency, µM (highest dose often 57.4 µM), for the others: top-dose activity, negative = inhibition, most hits filed as inhibitors | hit rate 2.1% among 270,000 | AID 1460; note: % is set by controls: 0 for no effect and ±100 for the full control effect; nearly all actives have a fitted effect of over 55% in size
Target sequence (P10636 561-689 P618L limits assumed): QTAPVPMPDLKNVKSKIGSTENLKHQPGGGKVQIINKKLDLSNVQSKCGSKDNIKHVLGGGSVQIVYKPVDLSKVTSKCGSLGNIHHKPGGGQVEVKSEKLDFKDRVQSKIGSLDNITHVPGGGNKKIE
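In this qHTS, human K18 P301L tau is incubated with compound and heparin for 6 hr at 37 C, and Thioflavin T fluorescence then reports fibril load.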
Tau fluor cs: counter-screen for tau fibril formation inhibitors; tau K18 P301L Alexa594 fluorescence, heparin fibrillization; Potency, µM (top dose mostly 57.7 µM), for the others: at the highest dose activity change, negative = decrease; hit rate 0.93% among 280,000; AID 1463; note: % is set by controls: 0 for no effect and ±100 for the full control effect; nearly all actives have a fitted effect of over 55% in size
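Human tau K18 P301L (15 uM unlabeled, 0.24 uM Alexa 594-labeled) in 100 mM sodium acetate pH 7 with 20 uM heparin, 6 hr at 37 C. ThT 30 uM added, 1 hr ambient; Alexa 594 FP and total fluorescence read at 555/632 nm.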
GAA spleen mod: inhibitors or activators of human alpha-glucosidase in spleen homogenate; human spleen homogenate, 4-MU-alpha-glucoside fluorescence; Potency, µM (doses to about 79.9 µM), for the others: top-dose activity change, negative = inhibition, hits mostly inhibitors; hit rate 0.006% among 240,000; AID 2112;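 note: 0% = enzyme with vehicle and -100% = no enzyme basal signal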
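Human spleen homogenate (1 ug) with 4-methylumbelliferyl-alpha-D-glucopyranoside (1 mM final) in 50 mM citrate/phosphate pH 5.0, 0.01% Tween-20; 40 min at 37 C. Stopped at pH 10; 4-MU fluorescence Ex 365/Em 440 nm; AC50 by Hill fit.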
Tau fibril FP: tau fibrillization inhibition (FP). P10636. K18 P301L tau heparin fibrillization, Alexa594 FP, 6 h. Potency, µM (top dose mostly 57.7 µM), for inactives: at the top dose activity, negative = inhibition, most hits filed as inhibitors. hit rate 0.39% among 280,000. AID 1468; note: % is set by controls: 0 for no effect and ±100 for the full control effect; nearly all actives have a fitted effect of over 55% in size
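K18 P301L tau (15 uM unlabeled/0.24 uM Alexa 594-labeled, final) + compound + heparin 20 uM final; 100 mM NaOAc pH 7; 6 hr 37 C; ThT 30 uM final added, 1 hr RT; FP ex 555/em 632 nm.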
Active calls of the source: *; ? = inconclusive; / = no result given; & = joins results of further samples; [ ] = dose if it differs, or a comment. Calls come from the whole dose curve; as a rule, active = well fitted curve in the direction sought with a large enough effect; inconclusive = small, poorly fitted or top-dose-only effect, or another doubt; inactive = no such curve, though single readings can be large; an effect the other way counts as inactive or inconclusive. Potency is the fitted concentration of half-maximal effect.

SMILES | GAA inhib | HTT cytoprotect | aGal spleen mod | GAA glycogen | Tau fibril ThT | Tau fluor cs | GAA spleen mod | Tau fibril FP
COc1cccc(-c2cc(C(=O)NC3CCCC3)no2)c1 | 1% | -37% | 6% | -3% | -10% | -6% | 1% | -5%
CCc1ccccc1NC(=O)c1cccs1 | 1% | -56%[inhibitor] | 14% | 5% | ? | -28% | 0% | -17%
N#Cc1c(NC(=O)CN2CCN(C(=O)c3ccco3)CC2)sc2c1CCCCC2 | -21% | 14%[10 µM] | 1% | 10% | -8% | 1% | 4% | 2%
CCOC(=O)N(NC(=O)C(O)(C(C)C)C(C)C)c1ccccc1 | -2% | -35%[inhibitor] | 4% | -10% | -1% | -3% | -9% | 1%
CCn1nc(C)cc1C(=O)Sc1ccc(C)cc1 | / | 16%[10 µM] | -1% | 2% | ? | -15% | 4% | 3%
COC(=O)NC(c1ccccc1)[C@@]1(C(=O)OC)CCCC1=O (stereo partly drawn) | / | -19%[10 µM] | 3%[17.5 µM] | / | -3%[11.5 µM] | -3%[11.6 µM] | -2%[17.4 µM] | -2%[11.6 µM]
COc1ccccc1CNC(=O)c1cc2c(=O)[nH]c3ccccc3c2n1C | -5% | -11%[10 µM] | 5% | 9% | 5% | 1% | 3% | -3%
Cc1nnc(SCC(=O)N2CCOCC2)n1C | -8% | 1% | 2% | 1% | 1% | -4% | 8% | -8%
CCN(CC)c1ccc(NC(=O)Cn2c(C(C)NC(=O)c3ccc(C)cc3)nc3ccccc32)cc1 (stereo not drawn) | / | -13%[10 µM] | 3% | -14% | -1% | 0% | 6% | -1%
Cc1ccc(C)c(OCCCC(C)(C)C(=O)O)c1 | 1%[15.4 µM] | ? | 1% | 1% | 4%&-9%&6% | -7%&-3%&-1% | -9% | 3%&-10%&7%
Cc1ccc(-n2c(SCc3cc(=O)n4ccsc4n3)nnc2-c2cccnc2)c(C)c1 | 7% | 0% | 12% | -4% | -2% | -4% | 4% | 4%
CCc1ccc2oc(-c3cc(NC(=O)c4cccnc4)cc(C)c3O)nc2c1 | / | / | / | 7%[76.3 µM] | -14% | ? | / | ?
CCn1cc(S(=O)(=O)c2ccc(C)cc2C)c(=O)c2cc(F)c(N3CCCCC3)cc21 | / | / | / | 7%[76.3 µM] | -13% | -11% | / | -4%
CCOC(=O)C(CCSC)NC(=O)CN (stereo not drawn) | 7% | -4% | -1% | 13% | 4% | -1% | -4% | -4%
COC(=O)C1=C(C)N(CCc2c[nH]c3ccccc23)C(=O)C1 | 6% | 4% | -2% | 17% | -14% | -11% | -1% | 3%
Cc1ccccc1NC(=O)c1c(C)oc2ccc(O)c(CN3CCOCC3)c12 | / | / | / | 11%[76.3 µM] | -7% | -9% | / | 2%
C=CCn1c(SCc2c(C)noc2C)nc2sc3c(c2c1=O)CCC(C)C3 (stereo not drawn) | 5% | -79%[inhibitor] | -2% | -1% | -18% | -7% | -8% | -6%
O=C(/C=C/c1ccccc1[N+](=O)[O-])NCc1ccc(Cl)cc1 | 11% | -8%[10 µM] | -3% | 19% | -6% | -9% | 0% | 0%
CC(C)(C)C(=O)Cn1ncc(Cl)c(Cl)c1=O | 4% | -182%[inhibitor] | 2% | -8% | 8% | 9% | / | 1%
CCN(CC)S(=O)(=O)c1cccc(C(=O)NCC2CCCO2)c1 (stereo not drawn) | 1% | 12% | -4% | 1% | -5% | -2% | -2% | -2%
CCc1nn2c(=O)c(S(=O)(=O)Nc3ccc(OC)c(Cl)c3)c(C)nc2s1 | / | / | / | 19%[76.3 µM] | 3% | 2% | / | 6%
COc1ccc(CN2C(=O)c3cccnc3C2O)cc1 (stereo not drawn) | -3% | 6% | -1% | 3% | -7% | -7% | 1% | -2%
Cc1cc(C)nc(NS(=O)(=O)c2ccc(NC(=O)COc3ccc(C(C)(C)C)cc3)cc2)n1 | / | / | / | -6%[76.3 µM] | -12% | -12% | / | -2%
O=c1c2ccc([N+](=O)[O-])cc2ncn1CCOc1cccc(Br)c1 | 8% | -43%[inhibitor] | 1% | -1% | -18% | ? | 3% | 9%
COc1ccc(N(CC(=O)N2CCN(c3ccccc3)CC2)S(=O)(=O)c2c(C)noc2C)cc1 | -15%[15.4 µM] | -5% | 12% | -4% | -14% | -19% | 4% | -4%
Cc1nn(Cc2ccccc2)c(C)c1NC(=O)c1cc(-c2ccco2)on1 | -1% | -18%[10 µM] | -17% | -1% | 0% | 0% | -3% | -1%
CN(CC(=O)Nc1ccccc1F)S(=O)(=O)c1ccc2c(c1)n(C)c(=O)c(=O)n2C | / | 5%[10 µM] | 1% | 6% | / | -22% | 5% | 1%
Nc1nc(NC(=O)c2cccc(S(=O)(=O)N3CCCCCC3)c2)nc(-c2ccccc2)n1 | 0% | -16% | -6% | 8% | -4% | -16% | -6% | 2%
Cn1nnnc1SCC(=O)Nc1ccc(Oc2ccc(Cl)cc2)cc1 | -8% | -13% | -1% | 2% | 0% | -5% | -3% | -4%
COc1cc([N+](=O)[O-])ccc1NC(=O)/C=C\C(=O)O | 11% | -19% | -2% | 21% | -10% | -13% | 0% | 0%
CCCCNC(=S)Nc1ccc(F)cc1 | 6% | 18%[10 µM] | 4% | -15% | -7% | -12% | 10% | 4%
C/C(=N\Nc1ccccc1)c1cc2ccccc2oc1=O | 7% | -22%[10 µM] | -2% | 4% | 11µM* | ? | 4% | ?
Cc1nc2ccc(NC(=O)NC(=O)c3c(Cl)cccc3Cl)cc2o1 | / | 11%[10 µM] | 15% | -1% | / | -17% | -12% | 4%
COc1ccc(S(=O)(=O)N2CCOC2CNC(=O)C(=O)NCCCn2ccnc2)cc1OC (stereo not drawn) | 0% | / | -10% | 1% | -1% | -4% | -6% | -3%
O=S(=O)(Cc1ccc(Cl)cc1)c1ncc(CO)n1Cc1ccccc1 | 7% | -17% | 9% | -2% | -6% | -21% | 2% | -3%
CCn1c(=O)n(CC)c2cc(S(=O)(=O)N3CCc4ccccc43)ccc21 | -8% | 10%[10 µM] | -3% | -2% | -5% | -7% | 0% | 6%
Cc1ccc(-c2nn(-c3ccccc3)cc2C2CC(c3cccs3)=NN2C(=O)CCCC(=O)O)cc1 (stereo not drawn) | -5% | 10% | 4% | -16% | ? | -6% | -2% | 1%
O=C(Nc1ccc(OC(F)(F)F)cc1)N1CCN(c2ccnc3cc(Cl)ccc23)CC1 | / | 14%[10 µM] | -6% | -9% | / | -27% | -7% | ?
COc1ccccc1N1CCN(C(=O)COc2ccccc2C#N)CC1 | / | / | / | -13%[76.3 µM] | -3% | -7% | / | 1%
Cc1cc(C)nc(N2CCCC(C(=O)Nc3nnc(C(C)C)s3)C2)n1 (stereo not drawn) | 0% | -7%[10 µM] | 3% | 7% | -3% | -7% | 10% | 0%

Three entries from above, ordered by heavy-atom count, lowest first:
SMILES | GAA inhib | HTT cytoprotect | aGal spleen mod | GAA glycogen | Tau fibril ThT | Tau fluor cs | GAA spleen mod | Tau fibril FP
COc1ccccc1N1CCN(C(=O)COc2ccccc2C#N)CC1 | / | / | / | -13%[76.3 µM] | -3% | -7% | / | 1%
O=C(Nc1ccc(OC(F)(F)F)cc1)N1CCN(c2ccnc3cc(Cl)ccc23)CC1 | / | 14%[10 µM] | -6% | -9% | / | -27% | -7% | ?
Nc1nc(NC(=O)c2cccc(S(=O)(=O)N3CCCCCC3)c2)nc(-c2ccccc2)n1 | 0% | -16% | -6% | 8% | -4% | -16% | -6% | 2%

The main list resumes, repeating the 2 entries before the break.
SMILES | GAA inhib | HTT cytoprotect | aGal spleen mod | GAA glycogen | Tau fibril ThT | Tau fluor cs | GAA spleen mod | Tau fibril FP
COc1ccccc1N1CCN(C(=O)COc2ccccc2C#N)CC1 | / | / | / | -13%[76.3 µM] | -3% | -7% | / | 1%
Cc1cc(C)nc(N2CCCC(C(=O)Nc3nnc(C(C)C)s3)C2)n1 (stereo not drawn) | 0% | -7%[10 µM] | 3% | 7% | -3% | -7% | 10% | 0%
O=C(CCC(=O)Nc1ccccc1Cl)NNC(=O)c1ccccc1[N+](=O)[O-] | -5% | -16% | 0% | -1% | -9% | -7% | -2% | 5%
CC(C)(CN1CCc2ccccc2C1)NS(=O)(=O)c1ccccc1 | / | 3%[10 µM] | -1% | 11% | -7% | -12% | 0% | 0%
CC1CC(C)(C)NC(=S)N1CC(=O)NCc1ccccc1Cl (stereo not drawn) | -8% | 5%[10 µM] | 8% | -1% | -6% | -8% | 10% | -2%
Cc1ccc(C)c(N2N=C(C(=O)Nc3nccs3)CCC2=O)c1 | 0% | -3%[10 µM] | -3% | 1% | 1% | 3% | 4% | -6%
C=CCN(c1ccc(C(=O)NC(C)C)cc1)S(C)(=O)=O | 4% | -37% | -1% | 5% | -7% | -4% | 0% | 0%
CN1CCN(C(=O)Nc2cccc3ccccc23)CC1 | -7% | -23% | 5% | 0% | -4% | 9% | -3% | 11%
CC(=O)N1CCN(S(=O)(=O)c2ccc(C)cc2)C1C(C)C (stereo not drawn) | -1% | -6% | 0% | 6% | 6% | 7% | -23% | 2%
